aDG glyco act – activators of alpha-DG glycosylation, primary screen, uHTS, Pro5-aDG cells, AlphaScreen. 0.22% of 360,000 active. AID 624168, 2012. activation, % at 10 µM. alpha-DG glycosylation AlphaScreen (IIH6); 0% Pro5, 100% B10-LARGE cell signal;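 active = activation of at least 8% versus controls, or a plate z-score of at least 8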;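 also: Pro5 are CHO cells carrying HIG-tagged alpha-DG that lacks glycosylation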
N-glyco inh – increase of ERlucT glycosylation luciferase signal, primary screen, N-linked glycosylation inhibitor project, D54 ERlucT cells, luminescence, set 2; D54 ERlucT glycosylation luciferase reporter, 24 h; percent of 100 nM tunicamycin response; reporter increase, % at 12.5 µM; 0.23% of 360,000 active;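 active = mean luciferase reporter signal, scaled so untreated is 0 and the glycosylation-blocking control 100, at or above a set limit in every replicate; inconclusive = mean reaches the limit but not every replicate does; inactive = mean below the limit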;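 also: luciferase carries N-glycosylation sites so blocking glycosylation raises the light; 0% = median of neutral control wells and 100% = median of 100 nM tunicamycin wells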
Cardio protect – cardioprotection against H2O2-induced cell death, primary screen, uHTS, H9c2 cells, ATPLite luminescence. protection from H2O2 cell death, % at 20 µM. 0.63% of 360,000 active. H9c2 cardiomyocytes, H2O2 injury protection, 2 h;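 active = compounds giving at least 50% protection of heart cells from peroxide-induced death in the single-dose screen, raw or plate-pattern-corrected value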;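 also: 0% = DMSO wells with peroxide and 100% = DMSO wells without peroxide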
Exocytosis inh – LAMP-1 surface exposure blockers, TALL-104 cells – cell-based, flow cytometry, MLPCN library, primary screen. TALL-104 LAMP-1 surface exposure; cells stimulated with thapsigargin and PMA. inhibition, % at 10 µM. 0.66% of 360,000 active. AID 651702, 2012;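 active = inhibition above about 55%, limit read from the data; inconclusive = no clear call, values can overlap the other calls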
PDI inh – inhibitors of human PDI, primary screen, biochemical, turbidity, single point, plate reader. Protein disulfide-isomerase (Homo sapiens), P07237. PDI insulin aggregation turbidity, A650, 90 min. inhibition, % at 10 µM. 0.052% of 350,000 active. AID 588391, 2011;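 active = mean inhibition across replicates of 30% or more, whatever share of single replicates reach that level; inconclusive = mean inhibition below 30% while every single replicate reaches 30%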;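 also: absorbance from insulin aggregation driven by PDI reduction with DTT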
Target sequence (P07237 whole entry, looked up): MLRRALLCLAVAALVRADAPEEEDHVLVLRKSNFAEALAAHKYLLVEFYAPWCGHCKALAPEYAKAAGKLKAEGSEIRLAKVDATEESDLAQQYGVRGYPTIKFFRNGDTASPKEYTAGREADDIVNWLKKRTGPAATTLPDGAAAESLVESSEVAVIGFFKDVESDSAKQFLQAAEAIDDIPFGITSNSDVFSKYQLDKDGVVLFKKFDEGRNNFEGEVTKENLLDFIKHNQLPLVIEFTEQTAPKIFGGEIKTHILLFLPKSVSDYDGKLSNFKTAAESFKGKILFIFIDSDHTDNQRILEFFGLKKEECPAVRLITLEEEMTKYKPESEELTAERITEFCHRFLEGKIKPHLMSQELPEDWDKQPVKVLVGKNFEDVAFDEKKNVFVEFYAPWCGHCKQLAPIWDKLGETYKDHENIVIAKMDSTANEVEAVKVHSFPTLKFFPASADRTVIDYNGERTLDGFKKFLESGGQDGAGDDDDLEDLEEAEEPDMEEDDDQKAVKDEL
CaV13 ICDI inh – Disruptors of the CACNA1D IQ motif to Ca2+-dependent inactivation inhibitor domain association, primary screening, Förster resonance energy transfer in intact living …; HEK cells, CFP/YFP FRET ICDI-IQ, plate reader, 10 min; percent FRET-ratio fall versus neutral wells; inhibition, % at 12.3 µM; 0.098% of 340,000 active; AID 743397;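 active = mean replicate inhibition of at least 30% and at least 1% of replicates passing that level; inconclusive = only one of the two criteria is met; inactive = neither criterion is met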;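 also: 0% = median of the neutral control wells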
hiPSC survival – enhancers of single-cell hiPSC survival, primary screen, ATPlite luminescence; 100% = ROCK inhibitor wells, 0% = DMSO; survival enhancement, % at 20 µM; 0.044% of 360,000 active; in the data active = survival enhancement above about 18%;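 also: cells exposed to compounds for 16 hours before the ATP read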
ABCB6 inh 2 – ABCB6 transporter inhibitors, primary screen, K562-ABCB6 cells, flow cytometry, MLPCN library | AID 602162, 2011 | K562-ABCB6 porphyrin accumulation, 1 h; stronger effect = lower value | ATP-binding cassette sub-family B member 6 (Homo sapiens), Q9NP58 | 0.19% of 360,000 active | fluorescence ratio to DMSO, % at 10 µM;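 active = fluorescence ratio to DMSO below 75%, the collection mean minus 3 SD; inconclusive = too few cells collected in the well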;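 also: signal is porphyrin accumulated inside mitochondria; 100% equals median channel fluorescence of DMSO control wells; lower ratio means ABCB6 inhibition with less porphyrin fluorescence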
Vif imaging – HIV Vif self-association inhibitors, primary screen, imaging, HEK293T, single point; HEK293T cells, Vif self-association by quenched fluorescence, 24 h; inhibition, % at 7.49 µM; 0.35% of 340,000 active; in the data active = inhibition above about 50%, passing the limit was not always enough; inconclusive = no clear call, values can overlap the other calls; inactive = below about 31%; also: some results filed as inactive read as strong as hits
HTR2A ag – mouse Htr2a agonists via beta-arrestin recruitment, primary screen, cell-based, luminescence; CHO-K1 mHTR2A beta-arrestin complementation; percent of 30 µM serotonin response; AID 624169, 2012; activation, % at 7.6 µM; 0.66% of 360,000 active;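 active = activation above a run cutoff, the mean activation of all tested compounds plus 3 SD, cut at about 14% in these data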;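 also: 0% = plate median of compound wells and 100% = 30 µM serotonin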
The depositor's hits bear a star; u = inconclusive; x = not tested or not shown; & = joins results of further samples.

#	SMILES	Cardio protect	N-glyco inh	PDI inh	aDG glyco act	HTR2A ag	Vif imaging	ABCB6 inh 2	CaV13 ICDI inh	hiPSC survival	Exocytosis inh
1	Cc1cccc(OCCC(=O)Nc2cc(S(=O)(=O)N3CCCCC3)ccc2N2CCOCC2)c1	-2	-2	-1	-0.2	0	1	95	-3	-0.3	4
2	CC(=O)Nc1ccc2nc(-c3ccncc3)[nH]c2c1	-3	0	5	0.0	0	19	106	-4	-2.9	2
3	COc1ccc(C(=O)Nc2ccc(N3CCOCC3)cc2)cc1S(=O)(=O)NC1CCCC1	10	-1	11	-0.1	6	4	94	-5	1.0	0
4	Cc1ccc2c(CC(=O)OCc3nc(N)nc(Nc4ccccc4C)n3)coc2c1	-2	-5	2	-0.2	-9	-3	97	-4	3.8	3
5	Cc1nn(Cc2ccc(F)cc2)c(C)c1NC(=O)c1noc2c1CCc1ccccc1-2	-17	-1	0	0.0	-2	-16	97	-7	3.2	10
6	CC1CC(C)CN(C(=O)c2ccc(CSc3nc4ccncc4[nH]3)cc2)C1 (centres undefined)	-12	-1	3	0.1	4	x	100	-7	2.1	-6
7	O=C(c1cccc(Cl)c1)N1CCN(S(=O)(=O)c2ccc(Cl)s2)CC1	-2	0	-2	0.1	16*	-4	97	-6	0.0	0
8	COc1cc2cc(CCO)oc(=O)c2cc1OC	23	4	3	0.0	-1	1	96	-10	6.3	-2
9	COCCn1c(N)c(S(=O)(=O)c2cccs2)c2nc3ccccc3nc21	-2	0	19	-0.1	6	-4	99	-8	1.9	1
10	O=C(c1ccc(F)cc1)c1ccc(CN2C(=O)c3ccccc3C2=O)o1	1	1	-1	-0.1	-4	-1	98	-12	-0.6	-2
11	CCCC(=O)Nc1nnc(SCC(=O)NCc2cccs2)s1	14	1	3	0.1	1	13	98	-6	-0.6	-1
12	O=c1[nH]ncc(NCc2ccc(Cl)cc2)c1Cl	-10	6	8	0.0	-2	3	98	-5	0.3	0
13	CCOC(=O)C1CCN(C(=O)c2sc3ncn(CC(=O)N4CCCCC4)c(=O)c3c2C)CC1	-4	0	5	-0.2	-2	x	99	-4	0.2	2
14	CC(C)CN1CCN(Cc2cccc3ncccc23)CC1CCO (centres undefined)	3	2	-2	0.8	0	2	96	-4	-0.8	-4
15	Cc1noc(C)c1S(=O)(=O)N(CC(=O)N1CCc2ccccc21)c1ccc(C(C)C)cc1	-3	0	-6	0.3	4	8	99	2	2.7	-1
16	COc1ccccc1NC(=O)Cn1cnc2sc(C)c(S(=O)(=O)N3CCCCC3)c2c1=O	9	0	-4	-0.2	-1	5	105	-10	-0.9	-2
17	O=[N+]([O-])c1ccc(CN2CC(N3CCN(CC4CC4)CC3)CS2(=O)=O)cc1 (centres undefined)	-3	-2	0	-0.2	-1	-4	94	-4	-2.3	-1
18	O=C(Nc1ccc(F)cc1F)c1cc2ncc(CCCl)cn2n1	-3	2	-12	0.0	0	-6	98	-6	-2.1	-10
19	CCc1nc(C)ccc1OCC(=O)N1CCc2c([nH]c3ccccc23)C1c1ccccn1 (centres undefined)	11	-2	-2	0.6	2	4	101	4	0.5	0
20	CC(C)c1cc(=O)n2[nH]c(N)nc2n1	2	-1	-8	-0.7	0	5	99	-5	-0.5	-1
21	C[C@H](NC(=O)OC(C)(C)C)C(=O)N/N=C/c1cccc2nccnc12	12	-2	0	-0.2	4	-2	98	-14	0.3	-2
22	CSc1ccc(CN2CCN(C(C)C)C(CCO)C2)cc1 (centres undefined)	7	2	4	-0.3	-3	36	99	0	0.0	-10
23	O=C(COC(=O)c1ccc2c(c1Cl)C(=O)c1ccccc1C2=O)NC1CC1	-18	3	-9	0.2	1	4	108	-4	2.5	4
24	Cc1nnc(NC(=O)CN2CCN(Cc3ccc(F)cc3Cl)CC2)s1	9	0	-5	-0.2	-1	-5	95	-5	-0.2	-9
25	O=C(CSc1nc2ccccc2nc1SCC(=O)N1CCCCC1)N1CCCCC1	6	-6	0	0.2	1	-12	98	x	-1.2	-2
26	O=C(C1CCCCC1)N1C[C@H](n2cc(-c3ccc(F)cc3)nn2)[C@@H](O)C[C@@H]1c1ccccc1	-16	1	-1	0.0	-4	-3	102	-9	-1.5	-1
27	O=C(O)c1ncc(Cl)c(Cl)c1Cl	4&2	0&2	1&7	0.1&0.1	2&-4	-2&-5	103&92	-12&-4	0.2&1.1	-7&2
28	CCOC(=O)C1Oc2ccccc2C(C(=O)OC)=C1C(=O)OC (centres undefined)	9	1	-3	-0.2	1	-3	94	x	2.1	-2
29	CCN(CC)CC(O)CCCCCCCCC(=O)OC (centres undefined)	-5	-2	0	0.0	2	7	98	-5	-0.6	5
30	Cc1cc(Nc2ccccc2)nn1C(=O)c1ccc(Cl)cc1	-3	2	-11	-0.1	-2	-4	89	-5	0.1	-6
31	CCn1c(=O)c(CCC(=O)NCCN2CCOCC2)c(C)c2c(C)nn(-c3cccc(C)c3)c21	8	-4	10	0.0	-6	1	97	-13	-0.4	13
32	C[C@H](CO)N1C[C@H](C)[C@@H](CN(C)Cc2ccc(Cl)c(Cl)c2)Oc2c(NC(=O)Cc3ccccc3)cccc2C1=O	37	0	-3	1.2	-2	-4	89	-3	-2.3	22
33	Cc1cc(Cl)c(S(=O)(=O)Nc2ccon2)cc1OCC(=O)NC1CCCCC1	0	0	0	0.0	-2	-1	90	-5	1.2	-3
34	COc1ccccc1N1CCN(Cc2cc(=O)c(OCC(=O)Nc3ccccc3)co2)CC1	-5	-1	6	-0.1	0	-1	87	-1	-0.4	6
35	CC1Cc2ccccc2N1C(=O)C12CCC(C)(C(=O)C1)C2(C)C (centres undefined)	2	-1	-3	0.3	7	2	102	-4	-2.2	4
36	CCc1ccc2oc(=O)cc(CN3CCOCC3)c2c1	9	-2	-8	0.1	-1	-35	102	-5	-3.2	-8
37	Cn1ccnc1C(=O)c1cc(=O)c2ccccc2o1	10	1	-6	-0.3	6	0	105	-2	-0.6	-1
38	CC[C@H](C)[C@H](NC(=O)OCc1ccccc1)C(=O)OCC(=O)N1CCN(c2ccc(F)cc2)CC1	-8	-4	13	0.3	5	-16	93	-15	-0.3	-2
39	COc1ccc(NC(=O)CSc2nnc(-c3cnccn3)n2C)cc1OC	0	4	-6	-0.1	6	3	97	-3	-0.6	10
40	CCCc1cc(=O)[nH]c(SCC(=O)N(C)Cc2ccccc2)n1	1	0	-4	0.0	-1	12	92	0	0.3	0
41	O=C(COC(=O)C1CCCC1)Nc1cccc(Cl)c1Cl	7	-2	-5	-0.3	1	2	104	-16	-1.7	3
42	CCC(C)NC(=O)c1ccccc1-c1nc2ccccc2[nH]1 (centres undefined)	-2	-1	4	-0.2	3	u	93	-1	0.4	-1
43	O=C(COC(=O)c1ccco1)Nc1ccc([N+](=O)[O-])cc1Cl	0	1	-4	-0.3	0	-10	102	-2	-0.1	-3
44	CN1CCN(CCCC(=O)c2ccc(C3CCCC3)cc2)CC1	-2	-3	-13	4.4	-6	-1	90	-3	0.8	4
45	O=C(C1CCN(c2ncnc3c2nc2n3CCCCC2)CC1)N1CCN(c2ccccc2F)CC1	5	-2	-2	0.2	4	-3	106	-3	1.6	13
46	COc1ccc(CNC(=O)C2CSCCS2)cc1 (centres undefined)	6	2	3	0.0	7	6	102	-5	-1.1	1
47	COc1ccc(CNC(=O)C(C)N(Cc2ccco2)C(=O)c2snc(C(N)=O)c2N)cc1 (centres undefined)	-2	0	0	0.2	0	8	103	-8	5.0	-1
48	O=C(CCC(=O)N1CCOc2ccc(Cl)cc21)NCCCN1CCN(Cc2ccccc2)CC1	3	-4	x	0.0	-4	-7	98	-5	-3.9	4
49	CCCC(=O)NCC(c1cccs1)S(=O)(=O)c1ccc(Cl)cc1 (centres undefined)	-1	-1	3	0.1	-2	0	102	-3	0.2	1
50	O=c1c(Cl)c(N2CCNCC2)cnn1C12CC3CC(CC(C3)C1)C2	4	3	1	0.0	-3	8	108	-2	-0.2	9
51	COc1cccc(COC(=O)c2nn(-c3ccccc3)nc2N)c1	-2	1	2	0.2	1	4	94	-6	1.6	1
52	CCc1nc2ccc(C(=O)NCCN3CCOCC3)cn2c1N(C)Cc1ccc(OC)cc1	14	-1	4	-0.1	-2	2	97	-2	0.9	-10
53	Cc1cccc(Nc2nc(N)c([N+](=O)[O-])c(NCc3ccccc3)n2)c1	-8	-2	5	-0.2	-9	-8	93	-5	-0.2	3
54	COc1cc(S(=O)(=O)N2CCCC3(CCCCC3)C2)ccc1-n1cnnn1	-8	4	-1	-0.2	2	-8	97	-8	1.3	1
55	COc1ccccc1NC(=O)CNC(=O)CC12CC3CC(CC(C3)C1)C2	-4	0	-2	0.3	-11	-6	95	-3	0.0	1

Outcome played no part in choosing rows. Share with any hit: about 3.1%.
